Screening results (PubChem)
D1 potentiator: enhances dopamine response at the human D1 receptor. P21728. HEK293 TREx D1 cells, calcium flux, dopamine EC20 potentiation. potentiation, % at 10 µM. 360,000 tested, 0.036% active; in the data active = potentiation above about 30%; note: 0% is about no effect
Target sequence (P21728 whole entry, looked up): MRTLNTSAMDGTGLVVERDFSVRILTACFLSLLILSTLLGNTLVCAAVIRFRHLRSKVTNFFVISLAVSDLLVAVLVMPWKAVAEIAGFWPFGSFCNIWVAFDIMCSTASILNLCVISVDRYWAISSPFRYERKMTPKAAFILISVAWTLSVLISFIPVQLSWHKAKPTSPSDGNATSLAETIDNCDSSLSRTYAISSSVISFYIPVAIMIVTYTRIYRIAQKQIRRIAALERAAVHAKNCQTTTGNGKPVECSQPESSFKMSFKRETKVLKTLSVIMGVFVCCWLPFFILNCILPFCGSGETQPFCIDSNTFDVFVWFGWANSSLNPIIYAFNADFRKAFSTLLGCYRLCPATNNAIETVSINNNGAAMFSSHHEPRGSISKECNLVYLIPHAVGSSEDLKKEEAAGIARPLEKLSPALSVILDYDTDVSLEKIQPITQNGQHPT
Vif-APOBEC3G blk: inhibitors of Vif-APOBEC3G interaction; Q9HC16; 410,000 tested, 0.076% active; HeLa A3G-eYFP + Vif (tagged APOBEC3G with the HIV-1 protein that degrades it), YFP fluorescence, overnight; Potency, µM (doses to about 46.1 µM), for inactives: at the highest dose activity, negative = active, usual class: inhibitors;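 note: potency is the fitted concentration of half-maximal effect; % is set by controls: 0 for no effect and ±100 for the full control effect; nearly all actives have a fitted effect of over 60% in size; hits raise eYFP signal because A3G escapes Vif-driven loss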
Target sequence (Q9HC16 whole entry, looked up): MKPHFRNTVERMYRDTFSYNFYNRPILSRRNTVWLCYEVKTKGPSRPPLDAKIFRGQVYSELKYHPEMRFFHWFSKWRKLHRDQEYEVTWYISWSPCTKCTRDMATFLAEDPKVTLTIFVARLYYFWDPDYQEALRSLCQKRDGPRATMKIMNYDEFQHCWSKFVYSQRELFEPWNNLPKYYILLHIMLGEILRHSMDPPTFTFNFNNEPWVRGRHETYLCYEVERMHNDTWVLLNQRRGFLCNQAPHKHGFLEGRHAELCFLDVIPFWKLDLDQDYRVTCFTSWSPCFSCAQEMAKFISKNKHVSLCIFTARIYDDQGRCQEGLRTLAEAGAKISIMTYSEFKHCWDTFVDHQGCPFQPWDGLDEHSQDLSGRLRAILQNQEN
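Read-out is eYFP fluorescence (Ex 488/Em 500-530) from Vif-expressing HeLa A3G-eYFP cells; more signal means A3G escaped Vif-mediated degradation. Cells plated overnight, compound pinned in, incubated overnight at 37 deg C.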
Vif-APOBEC3F blk: Vif-A3F binding inhibition; HeLa A3F-eYFP + Vif (tagged APOBEC3F with the HIV-1 protein that degrades it), YFP fluorescence increase; Potency, µM (top dose mostly 46.1 µM), without a hit: at the top dose activity, negative = active; 390,000 tested, 0.2% active; AID 602313; note: potency is the fitted concentration of half-maximal effect; % of control where 0% means no effect; nearly all actives have a fitted effect of over 65% in size
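HeLa cells stably expressing Vif plus C-terminally eYFP-tagged A3F were seeded, incubated overnight at 37 deg C, dosed with compound, incubated overnight again at 37 deg C. Yellow fluorescence (Ex 488/Em 500-530) reported blocked Vif-mediated A3F-eYFP degradation.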
D2 potentiator: positively modulates the human D2 dopamine receptor allosterically | P14416 | HEK293 T-REx D2, calcium flux, EC20 dopamine potentiation | potentiation, % at 10 µM | 340,000 tested, 0.34% active;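 active = potentiation over 3 SD above the plate norm, cut at about 30% in these data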; note: 0% is about no effect
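Cells plated with tetracycline inducer and held overnight at 30 C; calcium dye loaded 30–90 min at room temperature; baseline taken, compound added and read 180 s; EC20 dopamine then added and read 180 s.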
D1 antagonist: human D1 dopamine receptor antagonism; P21728; HEK293 TREx D1 cells, calcium flux, dopamine EC80; stronger effect = lower value; activity change, negative = inhibition, % at 10 µM; 360,000 tested, 3.2% active; AID 504652; in the data active = activity change below about -30%; note: % is set by controls: 0 for no effect and ±100 for the full control effect
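Compound effects on dopamine-evoked calcium signalling were measured in tetracycline-induced HEK293 Trex D1 cells. Dopamine at EC80 followed a 180 s compound pre-read, and fluorescence was tracked kinetically for 180 s more.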
GRP78 ERSR act: inducers of ER stress response in human glioma cells. U87-MG GRP78 promoter luciferase reporter, 16 h. Potency, µM, for the others: top-dose activation, most hits filed as activators. 420,000 tested, 0.02% active; note: potency is the fitted concentration of half-maximal effect; series mostly up to about 76 µM; % of control where 0% means no effect; nearly all actives have a fitted effect of over 35% in size
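Stably transfected U87-MG glioma cells carrying a GRP78-based luciferase sensor; 16 h compound incubation. Luminescence end-point read 10 min after Bright-Glo addition at room temperature.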
D1 ag: human D1 receptor agonism; HEK293 T-REx D1 cells, calcium flux, agonist mode; activation, % at 2 µM; 360,000 tested, 1% active; AID 504660; in the data active = activation above about 30%; note: 0% is about no effect
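Tetracycline-induced HEK293 TREx D1 cells, force-coupled to calcium signalling, were dye-loaded with a no-wash calcium kit. Compound was pin-added after a 10 s baseline. Fluorescence was read kinetically at 1 cycle/s for 180 s, with calcium rises flagged as agonism.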
LDHA block: LDHA (human) enzyme inhibition; P00338; purified LDHA, NADH/diaphorase-resazurin fluorescence; stronger effect = lower value; activity change, % (values are at about 110 or 230 µM); 480,000 tested, 0.15% active; AID 1347041; in the data active = activity change below about -30%; inconclusive = mostly about -25% to -30%;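 note: plate controls were DMSO wells for no effect and wells without enzyme for full effect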
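Resorufin fluorescence (ex540/em590), read at 0 and 20 min after diaphorase/resazurin addition, reports the NADH left after a 5 min room-temperature reaction of 2 nM human LDH5 with 0.06 mM NADH and 0.2 mM pyruvate.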
RXFP1 ag: agonists of human relaxin receptor RXFP1. 370,000 tested, 0.3% active. Q9HBX9. HEK293T-RXFP1 cAMP TR-FRET, 30 min; response scale: percent of porcine relaxin response, buffer zero. Potency, µM (series often up to 57.5 µM), for the others: at the top dose activation, actives largely listed as activators; note: potency is the fitted concentration of half-maximal effect; % is set by controls: 0 for no effect and ±100 for the full control effect; nearly all actives have a fitted effect of over 60% in size; many of its hits are not listed in these tables
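Agonist response is measured as cAMP accumulation in an RXFP1-transfected HEK293T line under PDE4 inhibition. Values are scaled between buffer-only and 29 nM porcine relaxin, and EC50s come from standard Hill equation fits.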
Starred values were filed as active, the others as inactive; ? = inconclusive; nt = not tested or not shown; & = joins results of further samples. Unless noted, calls come from the whole dose curve; as a rule, active = well fitted curve in the direction sought with a large enough effect; inconclusive = small, poorly fitted or top-dose-only effect, or another doubt; inactive = no such curve, though single readings can be large; an effect the other way counts as inactive or inconclusive. This is a subset; rates above refer to the full screens.

Values run as follows: D1 potentiator	Vif-APOBEC3G blk	Vif-APOBEC3F blk	D2 potentiator	D1 antagonist	GRP78 ERSR act	D1 ag	LDHA block	RXFP1 ag
> CC(=O)c1ccc(OCC(=O)c2ccc(-c3ccccc3)cc2)cc1
  2	-6%	-2%	1	0	-5%	3	-8	2.5%
> Cn1c(/C(C#N)=C(\O)c2ccc([N+](=O)[O-])s2)nc2ccccc21
  5	1%	0%	-16	4	?	4	-8	0.5%
> CN1CCN(S(=O)(=O)c2ccc(Cl)cc2)CC1
  0	0%&2%	11%&-1%	16	-16	-3%&-4%	3	-7&-11	-3.9%
> O=C(NCC1CCCO1)c1cccc(Oc2ccc([N+](=O)[O-])cc2Cl)c1 (configuration not stated)
  -1	-4%	-4%	7	-9	-1%	12	5	4.7%
> COc1ccc(CCNc2c(C=O)c(=O)[nH]c3ccccc23)cc1OC
  -2	1%	0%	3	-6	-4%	12	-1	2.5%
> CCOc1ccc(CNC(=O)CCCn2nc(C)c3c(C)n(-c4ccc(C)cc4)nc3c2=O)cc1
  -5&1	-2%&4%	0%&1%	13&6	-8&-19	0%&-1%	1&2	-7&-8	0.0%&1.0%
> CCC(C)Sc1cc(-c2nc3ccc(C)cn3c2NCc2ccccc2)ccc1OC (configuration not stated)
  nt	-7%	0%	nt	nt	-5%	nt	2	nt
> Cc1ccc(NC(=O)/C(C#N)=C/c2ccc(-c3ccc(Cl)c(C(=O)O)c3)o2)cc1C
  -1	1%	-6%	9	15	2%	1	-5	0.2%
> CCc1ccccc1NC(=O)N1CCc2c([nH]c3ccccc23)C1c1ccc(C)cc1 (configuration not stated)
  0	nt	nt	-9	-1	nt	2	-1	0.5%
> CCC(=O)Nc1cccc(-n2nnnc2SCC(=O)N2CCCCC2)c1
  -1	13%	1%	8	5	8%	1	2	-0.4%
> Cc1cccc(C(=O)N/N=C/c2cc(Br)c(Br)o2)c1
  -3	-21%	-16%	-19	-59*	0%	4	-8	0.0%
> O=C1NCC(c2ccccc2)(c2ccccc2)C(=O)N1
  nt	1%	9%	nt	nt	-2%	nt	-13	nt
> CN(C(=O)COC(=O)c1cc(S(=O)(=O)N2CCCCC2)ccc1Cl)c1ccccc1
  -4	4%	0%	2	-17	-3%	3	0	1.0%
> OCC1CCN(Cc2cn(Cc3ccccc3)nc2-c2cc3ccccc3o2)CC1
  -5	1%	4%	2	11	-3%	11	-1	2.4%
> COC(=O)CC(NC(=O)c1ccc(C)cc1)c1ccc2c(c1)OCO2 (configuration not stated)
  0	-14%	5%	4	-11	-1%	3	-3	0.0%
> CC(=O)NC1C(=O)N=C(SCc2ccccc2)NC1=O (configuration not stated)
  5	-2%	5%	-4	-6	-2%	-2	-4	3.0%
> O=C(NCC1CCCO1)c1cn(Cc2ccccc2Cl)nc1-c1ccccc1 (configuration not stated)
  -3	0%	8%	nt	-3	2%	3	-4	0.6%
> COc1cccc(-n2nc(C(N)=O)c(O)cc2=O)c1
  3	0%	2%	-10	-8	-2%	2	-5	1.9%
> O=C(NC(CO)Cc1ccccc1)c1ccccc1 (configuration not stated)
  -4	0%	6%	-2	23	-1%	6	-6	1.0%
> O=C(CN1CCC(NC(=O)c2ccccc2F)CC1)Nc1ccc2c(c1)OCCO2
  -4	12%	0%	1	0	-5%	0	-4	-1.2%

(next part)
Values run as follows: D1 potentiator	Vif-APOBEC3G blk	Vif-APOBEC3F blk	D2 potentiator	D1 antagonist	GRP78 ERSR act	D1 ag	LDHA block	RXFP1 ag
> COc1ccc(OCC(=O)NCC(c2ccc(OC)cc2)N2CCOCC2)cc1 (configuration not stated)
  0	1%	-14%	4	3	-4%	-2	-1	-4.3%
> COc1ccc([C@H]2CC(=O)C=C(c3ccc(CNC(=O)OC(C)(C)C)cc3)C2)cc1
  -3	3%	1%	0	-3	-6%	5	-17	0.3%
> CCc1ccccc1N(CC(=O)NCC1CCCO1)C(=O)CCC(=O)Nc1nccs1 (configuration not stated)
  1	0%	-1%	15	-2	2%	5	-6	-0.4%
> O=C(CCN1C(=O)c2ccncc2C1=O)NCc1ccc(Cl)cc1
  2	2%	5%	3	-12	-11%	0	-11	-0.4%
> CC1CCCN(S(=O)(=O)c2cccc(-c3cn4cccnc4n3)c2)C1 (configuration not stated)
  -1	-6%	2%	nt	0	-3%	1	2	6.1%
> CCCCN1C(=O)C(NC(=O)C2CC2)(C(F)(F)F)C2=C1CC(C)(C)CC2=O (configuration not stated)
  5	0%	-6%	-3	5	-4%	0	2	-1.6%
> CCOC(=O)/C(=N/Nc1ccc(Br)cc1)N1CC(C)OC(C)C1 (configuration not stated)
  nt	-7%	-15%	nt	nt	0%	nt	4	nt
> COC(=O)c1ccc(NC(=O)Cn2nc(C)cc2C)cc1
  5	0%	5%	7	-10	-2%	9	-2	1.6%
> CCOCC(=O)Nc1ccc2c(c1)N(S(=O)(=O)c1cccs1)CCC2
  -2	2%	-5%	20	8	-3%	3	1	-1.6%
> CC(C)(C)N(Cc1ccccc1)C(=O)CN1C(=O)NC2(CCCCCC2)C1=O
  nt	1%	-3%	-3	-75*	-5%	1	-4	-0.4%
> Nn1c(SCC(=O)Nc2ccccc2F)nnc1C1CCCCC1
  1	0%	-1%	37*	9	0%	0	-3	-0.2%
> C=CCOc1ccc(C(=O)N(Cc2ccc(N(C)C)cc2)C2CCS(=O)(=O)C2)cc1 (configuration not stated)
  -1	0%	-4%	15	-12	-1%	1	9	0.9%
> CC(=O)C1=C(C)OC(N)=C(C#N)C1c1cccc2ccccc12 (configuration not stated)
  -1	2%	8%	0	-28	-2%	3	32	-0.5%
> Cn1c(=O)c2c(ncn2CC(O)CNc2ccc(Br)cc2)n(C)c1=O (configuration not stated)
  -3	-4%	4%	5	-32*	-1%	5	-2	14%
> O=C(Nc1ccc(S(=O)(=O)NCc2ccco2)cc1)c1cccc(F)c1
  -4	-4%	-9%	1	-4	2%	2	0	3.2%
> Cc1cccc(NS(=O)(=O)c2cccc3cccnc23)n1
  -3	1%	-4%	11	-13	0%	-1	6	2.7%
> COc1ccc(NC(=O)N(C)C[C@@H]2OCc3cnnn3CCCC(=O)N([C@H](C)CO)C[C@@H]2C)cc1
  nt	-5%	-2%	nt	nt	-4%	nt	-7	nt
> Cn1c(SCc2cc(=O)n3cc(Br)ccc3n2)nnc1C1COc2ccccc2O1 (configuration not stated)
  -7	1%	-6%	-3	-21	-2%	1	3	17%
> COc1ccc(NC(=O)CSc2n[nH]c(-c3ccccc3)n2)cc1S(N)(=O)=O
  -4	1%	-2%	1	10	-4%	1	-2	-0.1%
> COc1ccc(NC(=O)c2ccc(NC(=O)CSc3nccc(=O)[nH]3)cc2)cc1
  -3	-1%	-12%	4	3	-3%	3	-11	0.0%

Further structures
Values run as follows: D1 potentiator	Vif-APOBEC3G blk	Vif-APOBEC3F blk	D2 potentiator	D1 antagonist	GRP78 ERSR act	D1 ag	LDHA block	RXFP1 ag
> O=[N+]([O-])c1ccc(C2Nc3cccc4cccc(c34)N2)cc1
  0	-5%	8%	4	0	-5%	0	24	12%
> COc1ccc(O)c(C(=O)c2cnn(C(=O)c3ccc(C)cc3)c2)c1
  -8	-1%	6%	-10	-8	5%	2	-15	-0.6%
> COc1ccc(OC)c(NC(=O)CN(c2ccc(C(C)C)cc2)S(=O)(=O)c2c(C)noc2C)c1
  6	-6%	4%	-10	-7	-5%	0	5	1.1%
> CC(=O)N(C(C)=O)N1C(=O)/C(=C/c2ccc(Cl)cc2)SC1=S
  -1	-18%	10%	1	-20	-1%	2	?	1.1%
> Cc1nn(CC#N)c(=O)n1-c1ccc(C(C)C)cc1
  -3	0%	2%	-9	nt	-6%	-2	-6	-1.6%
> COc1ccc(C2C(C(=O)Nc3cccc(C)n3)CCC(=O)N2c2ccc(OC)cc2)cc1 (configuration not stated)
  -6	-15%	0%	6	-5	-3%	2	-5	0.0%
> O=C(O)/C=C/C(=O)Nc1ccc(Cl)c(C(=O)O)c1
  -2	3%	0%	4	8	-2%	2	8	0.3%
> COc1cc(-c2cc(C(=O)Nc3ccc(C)c(S(=O)(=O)N4CCOCC4)c3)c3ccccc3n2)cc(OC)c1OC
  nt	-6%	4%	nt	nt	-3%	nt	-9	nt
> Cc1ccc(NC(=O)c2cc(-c3ccc(C)o3)nc3ccccc23)nc1
  2	-13%	-6%	1	2	1%	4	4	5.8%
> CC(SCc1ccccc1)C(=O)Nc1ccccc1 (configuration not stated)
  -2	1%	-6%	11	-5	4%	1	0	3.5%
> CCC(=O)NC(=S)Nc1cc(C(=O)O)ccc1OC
  -2	13%	0%	4	6	-1%	-3	-2	4.6%
> CCCCN1C=C(C(C)=O)C(=O)CC1
  nt	-6%	1%	nt	nt	-1%	nt	-3	nt
> CCCC1=Nc2cc(C(=O)NCc3ccco3)ccc2Sc2ccccc21
  -10	?	-16%	4	10	-8%	2	4	4.9%
> CC(Oc1ccc(Cl)cc1Cl)C(=O)NNC(=O)C(=O)N1CCCC1 (configuration not stated)
  -4	8%	8%	8	-3	-6%	0	-6	-2.6%
> Cc1ccc(OCC(=O)NN2C(=O)c3ccccc3C2=O)c(C)c1
  -4	-1%	-1%	7	6	-4%	1	-8	0.8%
> CCc1ccc(CNC(=O)c2ccc(NC(=O)N3CCCCc4ccccc43)cc2)cc1
  2	-2%	-6%	-10	20	-3%	0	-2	2.0%
> O=C(c1ccc(N2CCCCS2(=O)=O)cc1)N1CCN(c2ccc(N3CCOCC3)nn2)CC1
  -1	-7%	0%	10	-1	-1%	1	-19	1.5%
> COc1ccccc1/C=C/CN1CCC(n2nccc2NC(=O)C2CC2)CC1
  -1	2%	0%	-20	-9	-1%	2	-1	-0.5%

Record cards, from the list above. Values in the order: D1 potentiator	Vif-APOBEC3G blk	Vif-APOBEC3F blk	D2 potentiator	D1 antagonist	GRP78 ERSR act	D1 ag	LDHA block	RXFP1 ag
O=[N+]([O-])c1ccc(C2Nc3cccc4cccc(c34)N2)cc1 in the list: 0	-5%	8%	4	0	-5%	0	24	12%
COc1cc(-c2cc(C(=O)Nc3ccc(C)c(S(=O)(=O)N4CCOCC4)c3)c3ccccc3n2)cc(OC)c1OC in the list: nt	-6%	4%	nt	nt	-3%	nt	-9	nt
